MPTP block: mitochondrial permeability transition pore inhibitors, primary screen, biochemical, isolated mouse mitochondria, absorbance; Ca2+ swelling absorbance, 30 min; 1.4% of 360,000 active; inhibition, % at 10 µM; AID 602449, 2012;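 active = inhibition of 50% or more, scaled per plate between neutral and stimulator controls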;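 note: 0% = DMSO wells given calcium and 100% = 1 mM EGTA wells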
ATG4B inh: ATG4B protease inhibitors, primary screen, biochemical, fluorescence, uHTS; Cysteine protease ATG4B (Homo sapiens), Q9Y4P1; ATG4B cleavage of LC3-PLA2, NBD-HPC fluorescence, 1 h; inhibition, % at 8.33 µM; 0.51% of 340,000 active; AID 504462, 2011; in the data active = inhibition above about 40%
SENP6 inh: SENP6 protease inhibitors, primary screen, biochemical, luminescence, uHTS; Sentrin-specific protease 6 (Homo sapiens), Q9GZR1; Recombinant SENP6 catalytic domain, aminoluciferin luminescence; inhibition, % at 10 µM; 1.8% of 330,000 active;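 active = inhibition above about 50% at the single tested dose, limit read from the data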;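 note: plate controls were DMSO wells with enzyme for no effect and DMSO wells lacking enzyme for full effect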
SENP1 FRET inh: human SENP1 catalytic domain inhibitors, primary screen, biochemical, FRET, uHTS; 0.21% of 360,000 active; recombinant SENP1 catalytic domain, CyPet-SUMO1-YPet FRET cleavage; inhibition, % at 10 µM;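 active = inhibition at least 30% at 10 µM, raw YFP signal under a set limit, fluorescence ratio 0.5 to 1.5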;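 note: 0% = enzyme with DMSO and 100% = no enzyme wells; some results filed as inactive read as strong as hits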
Target sequence (Q9P0U3 419-644 limits assumed): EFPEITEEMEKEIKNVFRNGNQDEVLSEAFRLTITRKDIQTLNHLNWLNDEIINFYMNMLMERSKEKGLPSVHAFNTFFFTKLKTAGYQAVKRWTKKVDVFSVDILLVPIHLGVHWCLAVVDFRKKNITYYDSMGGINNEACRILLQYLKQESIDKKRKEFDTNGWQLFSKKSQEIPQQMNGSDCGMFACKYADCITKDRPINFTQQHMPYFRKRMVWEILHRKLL
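material = recombinant human SENP1 catalytic domain, His6-tagged | quantity = 20 pM enzyme | reagent = 25 nM SUMO1 FRET substrate | compound dosing = 10 µM single point, 0.5% DMSO | timing = 50 min enzyme reaction, room temperature, light-protected | detection = FRET, CFP and YFP emission | control set = no-enzyme low, enzyme-DMSO high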
PfG6PD inh: PfG6PD enzyme inhibitors, primary screen, biochemical, fluorescence intensity, uHTS; PfGluPho enzyme, NADPH resazurin-diaphorase fluorescence; glucose-6-phosphate dehydrogenase-6-phosphogluconolactonase (Plasmodium falciparum 3D7); AID 504690, 2011; inhibition, % at 20 µM; 0.78% of 350,000 active;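 active = inhibition reaching at least a set limit at 20 µM in the primary screen, cut at about 59% in these data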;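 note: 0% = DMSO wells with substrate and 100% = DMSO wells lacking glucose-6-phosphate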
SENP8 block: human SENP8 protease inhibitors, primary screen, biochemical, fluorescence, Nedd8 protein substrate, uHTS. Sentrin-specific protease 8 (Homo sapiens), Q96LD8. recombinant SENP8. inhibition, % at 20 µM. 0.64% of 360,000 active; in the data active = inhibition mostly above about 40%, no sharp cut-off; inactive = mostly below about 27%
Target sequence (Q96LD8 whole entry, looked up): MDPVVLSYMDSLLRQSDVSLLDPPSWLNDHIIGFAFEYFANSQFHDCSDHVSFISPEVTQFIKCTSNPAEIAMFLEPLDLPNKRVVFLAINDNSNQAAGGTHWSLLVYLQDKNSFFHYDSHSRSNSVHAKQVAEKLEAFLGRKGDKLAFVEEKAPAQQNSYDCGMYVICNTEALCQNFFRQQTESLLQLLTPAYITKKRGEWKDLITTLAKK
NR3A LBD binder: binders of NR3A ligand-binding domain, primary screen, biophysical, differential scanning fluorimetry, uHTS; Tm shift relative to glycine control, % at 25 µM; 2.5% of 340,000 active; AID 1259313, 2017; NR3A LBD differential scanning fluorimetry, Tm shift; 0% = protein alone, 100% = glycine-bound protein;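 active = melting temperature shift of at least 10% of the positive control shift, at one fixed dose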
hIAP activ: human IAP activators, primary screen, biochemical, luminescence, uHTS. Intestinal-type alkaline phosphatase (Homo sapiens), P09923. purified human IAP, CDP-Star luminescence, 30 min; hits give high values; 1 = vehicle-only enzyme, 0 = enzyme-free background. activation factor at 10 µM. 0.16% of 330,000 active. AID 2524, 2010;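 active = activation factor of the enzyme at least 2-fold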; note: the source names both 10 and 20 µM as test concentration; values of inactives mirror those of a sister screen read the other way
Target sequence (P09923 whole entry, looked up): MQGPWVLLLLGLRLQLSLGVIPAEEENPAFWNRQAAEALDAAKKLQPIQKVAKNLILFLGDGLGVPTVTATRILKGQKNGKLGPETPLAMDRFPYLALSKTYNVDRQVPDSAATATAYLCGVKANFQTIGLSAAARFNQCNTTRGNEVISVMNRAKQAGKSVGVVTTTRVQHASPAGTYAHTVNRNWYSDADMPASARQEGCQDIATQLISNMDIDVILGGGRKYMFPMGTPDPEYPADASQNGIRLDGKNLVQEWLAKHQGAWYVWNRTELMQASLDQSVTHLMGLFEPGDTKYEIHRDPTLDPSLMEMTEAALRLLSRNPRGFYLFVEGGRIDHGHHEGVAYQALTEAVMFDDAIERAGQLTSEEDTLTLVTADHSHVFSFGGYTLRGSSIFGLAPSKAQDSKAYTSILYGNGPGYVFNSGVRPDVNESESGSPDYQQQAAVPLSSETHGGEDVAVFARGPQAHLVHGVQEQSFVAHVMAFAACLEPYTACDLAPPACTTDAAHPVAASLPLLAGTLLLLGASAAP
* = called active by the depositor; · = no result given.

SMILES	MPTP block	ATG4B inh	SENP6 inh	SENP1 FRET inh	PfG6PD inh	SENP8 block	NR3A LBD binder	hIAP activ
CNC(=O)CN(C)S(=O)(=O)c1ccc(OC)c(Cl)c1	-1.1	-0.3	-12.3	2.0	-11.9	21.4	-8.1	0.942
COc1ccc(-c2nc(NC(=O)CCNC(=O)c3ccco3)sc2C)cc1	0.3	-13.5	5.2	0.5	-1.9	-12.0	-2.4	1.04
Cn1nc(-c2ccc(Cl)cc2)cc1NC(=O)CCCC(=O)O	-0.7	1.3	-27.6	0.8	-12.1	5.0	-1.4	0.777
COC(=O)/C=C/C(=O)Nc1cccnc1	0.5	5.5	-10.1	-0.7	-0.5	27.5	-1.0	0.979
CC(=O)Nc1cccc(/C(C)=N/NC(=O)c2ccc3c(c2)OCO3)c1	-0.5	-8.1	-13.9	-2.0	0.3	4.0	-2.7	0.969
CCOc1ccc(S(=O)(=O)Nc2cccc(C(=O)NCC3(N4CCCCC4)CCCCC3)c2)cc1	4.0	-3.2	-5.1	-0.2	-2.2	1.0	-0.9	1.05
CC(C)CCOc1cccc(OCC(=O)Nc2ccncc2)c1	106.8*	8.4	-3.2	0.3	-6.9	12.9	-10.7	1.09
CCCCCCCC(=O)NNC(=O)c1c(O)c2ccccc2n(CCC)c1=O	15.8	-1.7	7.1	3.1	-44.2	-6.1	-5.0	1.17
C[C@H](OC(=O)NCc1ccc(C(F)(F)F)cc1)[C@@H]1O[C@@]2(C)CCC[C@@H]1O2	0.8	-13.1	-9.6	2.6	6.5	17.4	0.5	1.03
COc1ccc(NC(=O)CN2CCN(c3ccccn3)CC2)cc1Cl	-0.1	-6.8	3.5	0.2	-3.7	3.4	2.8	1.15
COc1ccccc1-n1ccnc(SCC(=O)NC2CCCC2)c1=O	0.1	6.0	3.4	-1.4	0.9	-241.1	·	1.22
S=C(NC1CCCC1)N1CCN(c2ccccn2)CC1	0.9	-10.7	2.5	1.1	-6.3	4.9	0.5	0.891
c1ccc(-n2ncc3c(NCc4ccc5c(c4)OCO5)ncnc32)cc1	-0.8	-9.4	-12.6	-1.1	34.1	26.5	-10.1	1.14
Cc1ccc(C)n1CCN1CCN(C(=O)CC#N)CC1	-0.4	4.5	-19.5	-59.9	11.7	-5.2	2.2	0.912
CS(=O)(=O)N1CCC(C(=O)Nc2c(F)cccc2F)CC1	2.6	-8.0	-17.5	-10.4	-6.5	18.2	0.1	0.942

Some of these compounds in order of length of the SMILES, rising.
SMILES	MPTP block	ATG4B inh	SENP6 inh	SENP1 FRET inh	PfG6PD inh	SENP8 block	NR3A LBD binder	hIAP activ
COC(=O)/C=C/C(=O)Nc1cccnc1	0.5	5.5	-10.1	-0.7	-0.5	27.5	-1.0	0.979
Cc1ccc(C)n1CCN1CCN(C(=O)CC#N)CC1	-0.4	4.5	-19.5	-59.9	11.7	-5.2	2.2	0.912
Cn1nc(-c2ccc(Cl)cc2)cc1NC(=O)CCCC(=O)O	-0.7	1.3	-27.6	0.8	-12.1	5.0	-1.4	0.777

Going on with the list.
SMILES	MPTP block	ATG4B inh	SENP6 inh	SENP1 FRET inh	PfG6PD inh	SENP8 block	NR3A LBD binder	hIAP activ
CCOC(=O)c1ccc(NC(=S)Nc2ccc(Br)cc2N)cc1	10.1	-7.9	-3.7	-0.5	12.3	-94.8	22.6*	1.09
O=C(N/N=C/c1ccncc1)c1cnccn1	-0.1	-6.9	-7.1	1.4	-12.6	17.0	-0.2	0.96
Cc1cc(C(=O)COC(=O)C2=COCCO2)c(C)n1-c1ccc2c(c1)OCO2	1.7	-9.0	-14.1	-2.0	40.3	9.4	1.7	0.994
COc1ccc(NC(C)=O)cc1S(=O)(=O)NCc1ccc2c(c1)OCO2	-0.8	·	·	2.3	0.7	13.8	·	·
OCCNc1cc(-n2nc(-c3ccccc3)cc2-c2ccccc2)ncn1	0.2	-1.2	-2.0	-0.9	4.5	16.2	2.1	0.967
Cc1cc(C)n2nc(/C(C#N)=C/c3ccccc3)c(C#N)c2n1	1.5	2.0	·	-23.2	-5.3	-197.1	0.3	·
COc1ccc(C(=O)NCC(=O)OCC(=O)Nc2ncc(Cl)cc2Cl)cc1[N+](=O)[O-]	-0.5	-9.5	-4.0	-2.3	7.4	-12.0	-0.2	1.02
Cc1ccc(NC2c3ncccc3C(=O)N2C2CCCCC2)cc1C (configuration not stated)	-1.5	2.4	0.8	-4.2	-2.8	-236.5	-2.5	0.813
Cc1nn(C)c(C)c1/C=N/NC(=O)C(C)(C)Oc1ccc(Cl)cc1	-0.9	-9.9	-4.7	3.0	-7.1	16.8	1.9	1.11
COc1ccc(N(CC(=O)Nc2ccc(S(=O)(=O)N3CCCCC3)cc2)S(C)(=O)=O)cc1OC	3.7	-3.8	-14.3	0.1	0.8	5.8	-1.2	1.18
CC(C)(C)OC(=O)N1CCC(C(=O)Nc2ccc(C(=O)NC3CC3)cc2)CC1	-1.2	-2.7	·	2.1	10.9	4.1	-1.7	·
Nc1cc(=O)[nH]c(SCC(=O)Nc2ccc(N3CCCCC3)cc2)n1	-0.5	-6.0	-12.9	-1.0	-1.1	13.5	-1.0	1.08
Cc1cc(N2O[C@H]3C=C[C@@H]2C3)no1	-2.9	-4.9	·	1.4	25.5	6.4	0.7	·
Cc1cc(-c2nnc(CCC(=O)NC(C)(C)C34CC5CC(CC(C5)C3)C4)o2)no1	-1.0	-3.6	-7.3	1.0	-0.7	-1.7	-0.4	1.4
CCOC(=O)Nc1ccc(NS(=O)(=O)c2ccc(C)cc2)cc1	0.3	-9.8	0.0	-1.1	9.8	1.6	3.4	1.07

14 compounds from above, arranged by length of the SMILES, falling.
SMILES	MPTP block	ATG4B inh	SENP6 inh	SENP1 FRET inh	PfG6PD inh	SENP8 block	NR3A LBD binder	hIAP activ
COc1ccc(N(CC(=O)Nc2ccc(S(=O)(=O)N3CCCCC3)cc2)S(C)(=O)=O)cc1OC	3.7	-3.8	-14.3	0.1	0.8	5.8	-1.2	1.18
COc1ccc(C(=O)NCC(=O)OCC(=O)Nc2ncc(Cl)cc2Cl)cc1[N+](=O)[O-]	-0.5	-9.5	-4.0	-2.3	7.4	-12.0	-0.2	1.02
Cc1cc(-c2nnc(CCC(=O)NC(C)(C)C34CC5CC(CC(C5)C3)C4)o2)no1	-1.0	-3.6	-7.3	1.0	-0.7	-1.7	-0.4	1.4
CC(C)(C)OC(=O)N1CCC(C(=O)Nc2ccc(C(=O)NC3CC3)cc2)CC1	-1.2	-2.7	·	2.1	10.9	4.1	-1.7	·
Cc1cc(C(=O)COC(=O)C2=COCCO2)c(C)n1-c1ccc2c(c1)OCO2	1.7	-9.0	-14.1	-2.0	40.3	9.4	1.7	0.994
Cc1nn(C)c(C)c1/C=N/NC(=O)C(C)(C)Oc1ccc(Cl)cc1	-0.9	-9.9	-4.7	3.0	-7.1	16.8	1.9	1.11
Nc1cc(=O)[nH]c(SCC(=O)Nc2ccc(N3CCCCC3)cc2)n1	-0.5	-6.0	-12.9	-1.0	-1.1	13.5	-1.0	1.08
c1ccc(-n2ncc3c(NCc4ccc5c(c4)OCO5)ncnc32)cc1	-0.8	-9.4	-12.6	-1.1	34.1	26.5	-10.1	1.14
Cc1cc(C)n2nc(/C(C#N)=C/c3ccccc3)c(C#N)c2n1	1.5	2.0	·	-23.2	-5.3	-197.1	0.3	·
CCOC(=O)Nc1ccc(NS(=O)(=O)c2ccc(C)cc2)cc1	0.3	-9.8	0.0	-1.1	9.8	1.6	3.4	1.07
Cc1ccc(NC2c3ncccc3C(=O)N2C2CCCCC2)cc1C (configuration not stated)	-1.5	2.4	0.8	-4.2	-2.8	-236.5	-2.5	0.813
Cc1ccc(C)n1CCN1CCN(C(=O)CC#N)CC1	-0.4	4.5	-19.5	-59.9	11.7	-5.2	2.2	0.912
Cc1cc(N2O[C@H]3C=C[C@@H]2C3)no1	-2.9	-4.9	·	1.4	25.5	6.4	0.7	·
O=C(N/N=C/c1ccncc1)c1cnccn1	-0.1	-6.9	-7.1	1.4	-12.6	17.0	-0.2	0.96

Remaining list, next part:
SMILES	MPTP block	ATG4B inh	SENP6 inh	SENP1 FRET inh	PfG6PD inh	SENP8 block	NR3A LBD binder	hIAP activ
O=C(COc1ccccc1)Nc1ccc(N2CCN(C(=O)c3cccs3)CC2)cc1	-5.0	-11.2	35.3	2.2	-5.0	1.4	0.8	0.914
Cc1ccc(Cl)cc1NC(=S)N(Cc1ccccc1)Cc1cccnc1	-3.5	-0.2	-0.5	0.8	-1.2	8.3	0.1	1.12
Cc1cc(C)c(NC(=O)C2CC(=O)N(C3CCCC3)C2)c(C)c1 (configuration not stated)	-1.2	-6.1	-15.2	2.2	-9.0	7.3	0.3	1.19
CCCN(Cc1nnc(-c2ccccc2Cl)o1)C(=O)c1cc([N+](=O)[O-])cc([N+](=O)[O-])c1	-15.0	-1.7	-15.2	-2.1	4.5	7.9	-1.4	0.914
O=C(c1csc(Nc2cccc3ccccc23)n1)N1CCCC1	5.9	0.9	16.2	-4.3	22.0	-208.8	-3.4	1.16
Cc1ccc(-c2csc(/C(C#N)=C(\O)CN3CCN(C(=O)c4ccco4)CC3)n2)cc1	-12.9	3.7	-45.6	-30.0	-1.5	-7.4	-1.9	1.07
Cc1cc(C(=O)NCCN2CCOCC2)ccc1[N+](=O)[O-]	-1.1	3.9	-2.5	-0.1	-20.0	6.4	-3.5	1.07
c1ccc2c(c1)[nH]c1c(N3CCN(C4CCCCC4)CC3)ncnc12	2.3	0.7	-17.5	-15.0	2.2	-219.2	-0.6	0.931
CC(C)(C)c1ccc(COC(=O)Nc2ccc(F)cc2)cc1	4.4	-2.2	-33.9	0.7	9.2	14.1	-0.3	0.925
Cc1ccc(NC(=O)C2CCC(CNC(=O)[C@@H]3Cc4ccccc4CN3)CC2)cc1 (some centres not stated)	-1.1	0.8	12.2	0.3	0.6	-1.9	0.2	1.1
Cc1ccccc1CN1C(=O)C(C)S/C1=N/N=C/c1ccco1 (configuration not stated)	1.4	-2.4	-13.2	-0.7	5.5	13.6	-0.4	0.909
CCCNc1nc2c(c(=O)[nH]c(=O)n2C)n1Cc1ccc(F)cc1	-1.8	5.8	8.8	2.8	-15.9	10.9	2.4	0.943
O=C(O)c1cc(-c2c[nH]c3ccccc23)nc2ccc3ccccc3c12	0.3	6.0	-8.9	-16.5	-5.3	-324.6	10.9*	0.957
COc1ccc(NC(=O)C2CCCN2C(=O)NC2CCCCC2)cc1 (configuration not stated)	-0.8	-3.5	-7.2	-0.9	4.9	7.6	0.0	0.948
O=[N+]([O-])c1ccc(/C=C/c2ccc3cccc([N+](=O)[O-])c3n2)cc1	-2.0	-1.9	-3.4	3.8	26.9	10.6	23.2*	1.11
COc1ccc(CC(=O)OCC(=O)Nc2ncc(Cl)cc2Cl)cc1	-0.8	-1.5	-24.0	-3.7	8.0	0.3	-9.7	1.15
CCOC(=O)CNC(=O)CSc1nc2cccnc2n1CC	-0.3	-11.3	-16.3	-0.3	8.8	20.9	4.1	0.92
CC1NC(=O)c2cc3ccccc3cc2-n2c1nc1ccc(F)cc1c2=O (configuration not stated)	0.8	·	·	-3.2	-0.9	-0.1	·	·
CC1CCCC(C)N1C(=O)CSc1nc(N)cc(N)n1 (configuration not stated)	-0.9	-9.9	-10.9	-1.4	3.8	1.0	-3.8	0.887
COc1ccc2[nH]c(=O)c(CNc3ccccc3)cc2c1	-0.4	9.6	-0.7	8.6	45.5	-499.3	-2.3	1.23

Screening data as filed in PubChem BioAssay.
